# V1aR counter: activates human V1a receptor in oxytocin agonist counter-screen. CHO-V1R cells, Fluo-8 calcium fluorescence, agonist mode; 0% DMSO, 100% 3 nM vasopressin. 320,000 tested, 0.25% active. AID 2797. P37288. activation, % at 3 µM;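 active = activation above the mean activation of all tested compounds plus 3 SD, per screening run, cut at about 20% in these data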;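 also: signal is peak over basal fluorescence ratio across a 100 second FLIPR read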
# Target sequence (P37288 whole entry, looked up): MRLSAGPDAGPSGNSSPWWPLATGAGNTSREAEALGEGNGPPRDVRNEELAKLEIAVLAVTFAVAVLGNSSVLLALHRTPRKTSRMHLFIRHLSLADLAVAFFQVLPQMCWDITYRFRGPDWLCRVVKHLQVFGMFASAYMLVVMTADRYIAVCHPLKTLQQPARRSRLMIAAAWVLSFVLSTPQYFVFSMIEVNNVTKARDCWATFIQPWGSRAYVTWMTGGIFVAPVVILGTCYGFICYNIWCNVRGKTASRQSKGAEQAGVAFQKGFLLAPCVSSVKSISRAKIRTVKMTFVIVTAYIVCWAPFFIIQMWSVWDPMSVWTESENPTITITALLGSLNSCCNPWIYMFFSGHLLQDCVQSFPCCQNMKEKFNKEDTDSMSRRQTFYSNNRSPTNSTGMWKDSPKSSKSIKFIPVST
# OXTR agonist: agonists of human oxytocin receptor | P30559 | CHO-OTR cells, Fluo-8 calcium fluorescence; normalized: DMSO 0%, oxytocin 100% | activation, % at 3 µM | 320,000 tested, 0.32% active | AID 2435;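 active = activation above the mean of all tested compounds plus 3 SD, cutoff set per screening run, cut at about 20% in these data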;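 also: peak over basal fluorescence ratio from a 100 s FLIPR kinetic read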
# CHRM1 antagonist: blocks human M1 muscarinic receptor. P11229. CHO-K1 hM1, Fluo-8 calcium fluorescence, ACh EC80 antagonist. inhibition, % at 3 µM. 360,000 tested, 1.3% active. AID 588852;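 active = percent inhibition above its own plate's cutoff, namely the mean of that plate's compound wells plus 3 SD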;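 also: peak over basal fluorescence ratio during 140 s after agonist addition; 0% = ACh EC80 plus DMSO and 100% = DMSO alone without agonist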
# Target sequence (P11229 whole entry, looked up): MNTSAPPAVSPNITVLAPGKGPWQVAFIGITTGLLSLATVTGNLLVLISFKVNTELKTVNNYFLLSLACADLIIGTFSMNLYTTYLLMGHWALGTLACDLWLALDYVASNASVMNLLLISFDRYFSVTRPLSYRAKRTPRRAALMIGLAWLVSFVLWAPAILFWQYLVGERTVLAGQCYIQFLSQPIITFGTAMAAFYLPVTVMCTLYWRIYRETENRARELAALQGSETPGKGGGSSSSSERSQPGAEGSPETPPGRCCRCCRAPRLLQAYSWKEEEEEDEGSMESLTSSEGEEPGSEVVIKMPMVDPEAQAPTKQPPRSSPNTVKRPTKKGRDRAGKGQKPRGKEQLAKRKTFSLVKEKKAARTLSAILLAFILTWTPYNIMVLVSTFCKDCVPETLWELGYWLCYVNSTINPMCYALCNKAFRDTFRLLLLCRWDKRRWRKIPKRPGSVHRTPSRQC
# CHO parental Ca: counter-screen: ATP calcium response change in parental CHO cells; parental CHO-K1, ATP-induced calcium, Fluo-8 fluorescence; inhibition, % at 5.6 µM; 330,000 tested, 0.63% active; AID 463079;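 active = inhibition above that plate's mean sample inhibition plus 3 SD, cut at about 26% in these data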;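 also: 0% = ATP-challenged DMSO wells and 100% = DMSO wells without ATP; some compounds past the cut are filed as inactive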
#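 Assay system – parental CHO cells · Reagent – ATP stimulus · Detection – intracellular calcium via Fluo-8 no-wash fluorescent dye · Evaluation – percent inhibition of ATP-evoked calcium rise, normalized to controls · Controls – ATP wells versus no-ATP DMSO wells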
# OXTR potentiator: potentiators of human oxytocin receptor; P30559; CHO-OTR cells, Fluo-8 calcium fluorescence, potentiator mode; 0% = oxytocin EC15, 100% = EC100; activation, % at 3 µM; 320,000 tested, 0.061% active; AID 2445;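 active = activation above that plate's cutoff, the mean activation of tested compounds plus 3 SD, cut at about 6.6% in these data, passing the limit was not always enough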;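 also: 100% uses oxytocin at 75 nM as the full agonist control; some results filed as inactive read as strong as hits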
#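 Assay system: CHO-OTR cells, human receptor / Also added: oxytocin at about EC15, sub-maximal agonist stimulus / Dosing: single dose, 3.0 µM nominal final compound concentration / Incubation: 6 min pre-incubation, 100 s read / Technique: Fluo-8 calcium dye fluorescence / Read-out: % activation vs EC15 and EC100 oxytocin / Benchmarks: EC15 oxytocin low, 75 nM oxytocin high / Replicates: singlicate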
# TAAR1 agonist: agonists of human TAAR1 | CHO RD-HGA16 TAAR1, Fluo-8 calcium fluorescence; vehicle wells 0%, saturating PEA agonist 100% | activation, % at 3 µM | 360,000 tested, 0.99% active | AID 624467;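 active = activation above the mean activation of all test compounds in the run plus 3 SD, cut at about 38% in these data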
#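 test system = CHO RD-HGA16 cells carrying human TAAR1 plus Gα16 | schedule = 17-24 h seeding, 75 min 37 °C dye, 30 min RT | compound dosing = 3 µM single concentration | control set = DMSO and PEA EC100 | replicates = n 1 | signal = Fluo-8 fluorescence, 5 s baseline then 140 s kinetic read | measure = percent activation vs PEA EC100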
# M1 PAM: positive allosteric modulators of human M1 muscarinic receptor; CHO-K1 hM1, Fluo-8 calcium fluorescence, ACh EC20; 0% = ACh EC20, 100% = maximal ACh; activation, % at 3 µM; 360,000 tested, 0.088% active; AID 588819; in the data active = activation above about 19%, passing the limit was not always enough
# TAAR1 antagonist: human TAAR1 antagonism; Q96RJ0; CHO RD-HGA16 TAAR1, Fluo-8 calcium fluorescence, antagonist; inhibition, % at 3 µM; 360,000 tested, 1.5% active; AID 624466;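 active = inhibition above a per-plate cutoff, the mean inhibition of test compounds on that plate plus 3 SD, cut at about 49% in these data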;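 also: 0% = DMSO plus EC80 beta-PEA response and 100% = DMSO alone without agonist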
#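 Material: RD-HGA16 CHO cells with stable hTAAR1 and Gα16; Dosing: single nominal final test compound concentration of 3 µM; Schedule: seeding 17-24 h prior, 75-min 37 °C, 30-min RT dye loading; Detection: kinetic Fluo-8 calcium fluorescence measurement; Measure: % inhibition from peak post-agonist over basal fluorescence ratio; Benchmarks: vehicle and agonist controls.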
# CHRM1 agonist: human M1 muscarinic receptor agonism | P11229 | CHO-K1 hM1, Fluo-8 calcium fluorescence, agonist mode; 0% DMSO, 100% acetylcholine EC100 | activation, % at 3 µM | 360,000 tested, 0.33% active;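 active = activation above the run's mean compound activation plus 3 SD, cut at about 16% in these data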;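 also: peak over basal fluorescence ratio within a 140 s kinetic read after compound addition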
# * = called active by the depositor; x = no result given. An excerpt; rates above refer to the full screens.
# Sequence of screens – V1aR counter	OXTR agonist	CHRM1 antagonist	CHO parental Ca	OXTR potentiator	TAAR1 agonist	M1 PAM	TAAR1 antagonist	CHRM1 agonist
1: CSc1ccc(C(=O)C(C)(C)N2CCOCC2)cc1
  -1.3	-2.6	-14	-16	-5	0	8	-11	-3
2: Cc1ccc(-c2nc(CS(=O)CC(=O)N3CCC4(CC3)OCCO4)c(C)o2)cc1 (stereo not given)
  -0.1	-0.5	-6	-19	0	-2	4	-5	-5
3: Oc1ccc(Cl)cc1Cc1ccccc1
  x	x	-17	x	x	13	13	0	-3
4: CC(=NCCCN1CCCCC1)c1c(O)n(Cc2ccccc2)c(=O)[nH]c1=O
  0.4	-0.2	9	-8	-6	0	0	-11	-5
5: CCCCCOc1ccc(C)cc1CN(CCCl)CCCl
  0.2	-0.9	x	-15	5	1	x	-10	x
6: COC(=O)C1=Nc2ccccc2/C1=C\c1c(O)n(-c2ccc(Br)cc2)c(=O)[nH]c1=O
  0.8	1.5	8	-8	-5	4	-5	-20	-8
7: CN1C2CCC1CC(OC(c1ccccc1)c1ccccc1N)C2 (stereo not given)
  1.7	0.5	99*	-12	-4	2	-26	-7	-6
8: C=Cn1ccnc1P(O)(=S)c1nc(C)c(CCOC(C)=O)s1 (stereo not given)
  0.1	1.0	-8	-14	-4	7	9	23	-4
9: Cc1onc(-c2c(Cl)cccc2Cl)c1/C(N)=N/OC(=O)N(C)C
  0.6	0.3	-17	1	4	5	24	-46	-1
10: O=C(Nc1ccc(Cl)cc1)N1CC2CC(C1)c1cccc(=O)n1C2 (stereo not given)
  4.1	1.5	-2	10	-13	7	4	21	0
11: CCc1n[nH]c(CCN)n1
  1.4	-0.4	-4	-10	1	2	3	-14	0
12: O=C(CCC(=O)N1CCC2(CC1)OCCO2)Nc1nnc(C(F)(F)F)s1
  -0.1	-0.5	11	-10	-5	5	-9	8	-3
13: O=[N+]([O-])c1ccc(C2[C@H]3C(c4ccccc4)=NC4(CCCC4)N23)cc1 (stereo not given in full)
  -2.4	-2.1	-1	-9	-10	4	2	-31	-11
14: Cc1ccc(CN2CCSc3ccc(C(=O)N4CCC5(CC4)OCCO5)cc32)cc1
  -2.2	-3.0	-12	-32	-18	1	7	-32	-3
15: Cc1ccc2c(c1)cc1c(=O)n(CC(=O)N3CCC4(CC3)OCCO4)nc(C)n12
  -0.8	-0.2	0	-7	-6	2	2	-18	-2
16: O=c1[nH]c(=O)n(Cc2ccc(F)cc2)c(O)c1C=NCC1CCCO1 (stereo not given)
  1.7	0.1	-22	-13	-7	15	10	8	2
17: CCOC(=O)c1c(C=O)c2ccccc2n1Cc1ccccc1
  0.0	-1.1	-3	-9	-2	7	-2	5	-6
18: O=c1[nH]c(CN2CC=C(c3ccccc3)CC2)nc2cc(C(F)(F)F)ccc12
  -0.7	-1.3	-2	-19	-3	0	3	-16	-5
19: C[C@H]1CCCC(=O)CCCCCc2cc(O)cc(O)c2C(=O)O1
  1.1	-0.8	-24	-23	-6	11	3	-8	0
20: CCOc1c(P(=S)(N(C)C)N(C)C)c(C)nn1-c1ccccc1
  -1.2	-2.1	-2	-21	-11	-4	0	-7	-4
21: CCc1nn(CC(=O)N2CCC3(CC2)OCCO3)c(=O)c2cc3ccccc3n12
  2.0	1.0	-8	-20	-4	7	2	-15	5
22: CC(=O)N(C1=NCCCS1)c1ccccc1Cl
  -0.1	-0.4	8	11	-7	6	1	-1	-4
23: CCC12C=CCN3CCC4(c5cc(Br)c(OC)cc5N(C)C4C(O)(C(=O)OC)C1OC(C)=O)C32 (stereo not given)
  1.0	1.1	-25	-18	-8	16	7	-4	-1
24: O=C1C2(c3ccccc3)CN3CN(C2)CC1(c1ccccc1)C3
  0.3	-0.7	-15	-6	5	9	6	-3	-3
25: CC12CCC(=O)C=C1C=CC1C2CCC2(C)C(O)CCC12 (stereo not given)
  x	x	-21	x	x	6	12	2	-1
26: COC(=O)C1=C(c2c(C)noc2C)C[C@@H]2CC[C@H]1N2C(=O)NC1CCCCC1
  -0.8	0.9	-7	-6	1	9	3	3	-3
27: Cc1nonc1OCCNCCNc1ccc([N+](=O)[O-])c2cccnc12
  0.1	0.9	-3	-18	-10	8	4	19	-9
28: O=c1[nH]c(=O)n(Cc2ccco2)c(O)c1/C=N/N1CCCCCC1
  -0.1	-0.4	-8	-8	-4	2	5	-6	-8
29: CCCCCn1c(=O)c(C(=O)Nc2ccccc2N)c(O)c2ccccc21
  -0.8	-0.7	-16	-10	-4	-1	13	-7	0
30: O=C1CCN(C(=O)CNC(=O)Cc2ccccc2)CC1
  -0.1	0.3	-6	-11	-6	1	11	17	-9

# Complete entries as entered above.
# CCOC(=O)c1c(C=O)c2ccccc2n1Cc1ccccc1 across the screens: V1aR counter = 0.0; OXTR agonist = -1.1; CHRM1 antagonist = -3; CHO parental Ca = -9; OXTR potentiator = -2; TAAR1 agonist = 7; M1 PAM = -2; TAAR1 antagonist = 5; CHRM1 agonist = -6
# O=C1C2(c3ccccc3)CN3CN(C2)CC1(c1ccccc1)C3 across the screens: V1aR counter = 0.3; OXTR agonist = -0.7; CHRM1 antagonist = -15; CHO parental Ca = -6; OXTR potentiator = 5; TAAR1 agonist = 9; M1 PAM = 6; TAAR1 antagonist = -3; CHRM1 agonist = -3

# (more compounds)
# Sequence of screens – V1aR counter	OXTR agonist	CHRM1 antagonist	CHO parental Ca	OXTR potentiator	TAAR1 agonist	M1 PAM	TAAR1 antagonist	CHRM1 agonist
31: CC(=O)N1N=C2C3CCN(CC3)C2C1c1ccccc1 (stereo not given)
  0.4	0.0	-3	11	-5	7	9	4	-5
32: CCN1/C(=C/C=C/C2=[N+](CC)c3ccccc3C2(C)C)C(C)(C)c2ccccc21
  x	x	100*	x	x	263*	-28	106*	460*
33: CSC1=NP(=S)(SC)N2CCCC2=C1C#N (stereo not given)
  1.4	0.8	-6	-6	-4	5	3	-8	-5
34: Cc1[nH]c2c(Cl)cccc2c1CCN
  -0.3	0.5	x	2	-11	x	x	x	x
35: Oc1ccc(C[C@H]2NCCc3cc(O)c(O)cc32)cc1O
  x	x	-28	x	x	0	9	-9	-2
36: COCCCn1c(N)c(C(=O)Nc2ccccc2)c2nc3ccccc3nc21
  -0.1	2.9	-6	-16	-4	5	5	42	-4
37: Cc1cccc(C)c1NC(=O)c1cccn(Cc2ccc3c(c2)OC(F)(F)O3)c1=O
  1.8	-0.4	-2	-11	0	22	4	37	2
38: COC1CC(OC2CCC3(C)C(CCC4C3CCC3(C)C(C5=CC(=O)OC5)C(OC(C)=O)CC43O)C2)OC(C)C1OC1OC(COC2OC(CO)C(O)C(O)C2O)C(O)C(O)C1O (stereo not given)
  0.9	1.3	x	-3	2	x	x	x	x
39: Cc1cccc(NC(N)=S)c1
  0.2	0.6	-7	2	-9	2	-1	-9	-3
40: O=C(Nc1ccccc1)OC1CN=C(N[N+](=O)[O-])NC1 (stereo not given)
  0.2	0.7	9	-6	-4	3	-8	13	-5
41: CC1=NN(Cc2c[nH]c3ccccc23)C(C)(C)C1
  0.2	1.3	-2	1	0	3	3	-3	-4
42: Cc1nonc1-c1nc(-c2nonc2N)n[nH]1
  0.2	0.4	-14	11	-7	2	9	-5	-2
43: COc1ccc(OC)c(N2C(=O)NC(=O)/C(=C/c3ccc([N+](=O)[O-])s3)C2=O)c1
  0.1	1.4	-6	0	-7	3	9	-12	-1
44: O=c1c2ccccc2[nH]c(=S)n1-c1ccc2c(c1)OCCO2
  0.8	0.0	-3	-13	-8	0	2	13	-3
45: CCOC(=O)c1sc(/N=C/c2c(O)n(-c3ccccc3)c(=O)[nH]c2=O)c(C#N)c1C
  -0.8	-0.9	9	-5	-17	1	0	0	-2
46: CCOC(=O)c1c(C)[nH]c(C(=O)C(C)N2CCCC2)c1C (stereo not given)
  0.6	-0.6	-6	-4	-7	3	5	-19	-16
47: CCc1ccc(OCC(=O)N2CCN(CC(=O)Nc3ccccc3Cl)CC2)cc1
  1.8	1.6	0	-22	-4	-3	3	-5	-4
48: CC1(C)Cc2c(sc3c2C(=O)NC(c2cccnc2)N3)CO1 (stereo not given)
  0.9	-0.2	-6	-3	-13	18	8	8	-5
49: CCOC(=O)c1[nH]ncc1CN1CCCC(C(=O)c2cccc(Cl)c2)C1 (stereo not given)
  0.3	2.9	-22	-22	3	3	0	-20	-6
50: COc1cc2[nH]c(=O)n(-c3ccccc3)c(=O)c2cc1OC
  0.7	0.3	-3	-3	-2	7	3	0	-2
51: COc1ccc(N2C(=O)NC(=O)/C(=C/c3ccc([N+](=O)[O-])s3)C2=O)cc1
  5.8	3.8	-13	11	-17	2	5	-23	2
52: CN1CCN(CC#CCOc2ccc(Cl)cc2)CC1
  1.0	1.6	5	-7	-3	0	-6	-17	-9
53: CCOc1ccc(Cl)cc1CNCCc1ccccc1F
  3.8	3.3	-7	-18	-5	0	2	0	-3
54: CC[n+]1c(SC)ccc2cc(OC)ccc21
  1.1	-0.5	-3	0	1	2	2	7	-14
55: Cc1ccc(C)c(OCC(=O)N2CCN(Cc3ccc4c(c3)OCO4)CC2)c1
  -1.0	-1.6	-5	-6	-12	0	6	-12	-6
56: COC(=O)C(=O)N1CC2(C)CNCC(C)(C1)C2=O
  -0.1	1.1	-11	4	-13	0	10	5	-5
57: COc1ccc(CN2Cc3cc(-c4ccccc4)ccc3-n3nncc3C2)cc1
  x	x	-3	x	x	2	3	-13	-9
58: CC(C)N1CCN(Cc2ccc3c(c2)OCCO3)CC1CCO (stereo not given)
  0.3	0.8	-1	-16	0	-2	-2	10	-6
59: CC1(C)CC(N(CCc2ccccc2)Cc2ccccc2)CCO1 (stereo not given)
  -1.6	-0.5	-2	-13	0	7	3	-21	-5
60: C/C=C1\NC(=O)[C@@H](NC(=O)[C@H](CCc2ccc(O)cc2)NC(=O)[C@H](C)NC(=O)[C@H](O)CO)[C@@H](C)OC(=O)[C@H](C(C)C)NC(=O)[C@H](Cc2ccc(O)cc2)N(C)C(=O)[C@H](Cc2ccccc2)N2C(=O)C(CC[C@H]2O)NC1=O (stereo not given in full)
  1.2	-0.4	-5	-3	-9	2	5	5	-4
61: CCc1ccccc1N1C(=O)NC(=O)/C(=C\c2cc(C)n(C)c2C)C1=O
  -0.4	0.2	-8	-5	-5	1	4	-2	-9
